From PubChem
KCNQ2 inh: KCNQ2 potassium channel inhibitors, primary screen, cell-based, CHO-K1, FluxOR thallium flux, B-score (AID 2156); 20 min; hits give low values; hit rate 1.1% among 310,000; B-score at 10 µM; Potassium voltage-gated channel subfamily KQT member 2 (Rattus norvegicus), O88943;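 active means fluorescence ratio B-score at most minus 3 library SDs, with starting brightness B-score within 2 library SDs, cut at about -5.5 in these data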
Target sequence (O88943 whole entry, looked up): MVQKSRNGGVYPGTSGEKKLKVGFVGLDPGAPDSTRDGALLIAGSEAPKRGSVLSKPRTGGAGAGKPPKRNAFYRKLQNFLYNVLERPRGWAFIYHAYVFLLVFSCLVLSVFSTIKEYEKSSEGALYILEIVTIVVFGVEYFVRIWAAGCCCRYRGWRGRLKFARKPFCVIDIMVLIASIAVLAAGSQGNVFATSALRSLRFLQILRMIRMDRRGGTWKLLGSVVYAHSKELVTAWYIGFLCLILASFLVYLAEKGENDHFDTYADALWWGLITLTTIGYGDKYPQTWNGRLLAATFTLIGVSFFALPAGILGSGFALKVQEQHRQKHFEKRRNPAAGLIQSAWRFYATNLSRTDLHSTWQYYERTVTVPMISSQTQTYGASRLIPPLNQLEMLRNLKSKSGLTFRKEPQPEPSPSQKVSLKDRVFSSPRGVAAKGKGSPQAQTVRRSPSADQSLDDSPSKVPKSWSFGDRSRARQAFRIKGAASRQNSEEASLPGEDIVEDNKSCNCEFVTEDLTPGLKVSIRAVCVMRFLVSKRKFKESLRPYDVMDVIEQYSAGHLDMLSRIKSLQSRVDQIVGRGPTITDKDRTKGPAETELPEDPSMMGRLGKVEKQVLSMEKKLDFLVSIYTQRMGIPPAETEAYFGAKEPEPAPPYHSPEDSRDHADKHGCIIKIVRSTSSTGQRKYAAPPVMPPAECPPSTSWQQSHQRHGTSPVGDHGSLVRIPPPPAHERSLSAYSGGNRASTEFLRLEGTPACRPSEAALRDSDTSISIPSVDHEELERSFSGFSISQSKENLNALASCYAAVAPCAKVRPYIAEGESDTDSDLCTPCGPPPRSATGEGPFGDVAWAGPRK
STK33 inh: inhibitors of purified STK33 kinase, primary screen, biochemical, ADP-Glo luminescence, homogeneous, cell-free. hit rate 0.073% among 320,000. Serine/threonine-protein kinase 33 (Homo sapiens), Q9BYT3. MBP phosphorylation. inhibition, % at 10 µM;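 active means inhibition at or above 25%, using the most active replicate where run in duplicate; inactive means inhibition below 25%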
Kir21 inh: inhibitors of mouse Kir2.1 inward-rectifier potassium channel; Inward rectifier potassium channel 2 (Mus musculus), P35561; HEK293-Kir2.1, FluxOR thallium flux fluorescence; hits give low values; B-score at 10 µM; hit rate 0.85% among 310,000; AID 1672, 2009;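 active means fluorescence ratio B-score at or below minus 3 SD of library scores, with starting-brightness B-score within 2 SD, cut at about -4.2 in these data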;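 further: channel flux triggered by added potassium and thallium sulfate stimulus; B-score of peak minus minimum fluorescence over baseline after thallium stimulus; more negative B-score means stronger Kir2.1 block with less thallium influx; some compounds called inactive have numbers as strong as hits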
* = called active by the depositor; i = inactive; nt = not tested or not shown.

KCNQ2 inh	STK33 inh	Kir21 inh	SMILES
i	-1.0	-2.9	COc1ccc(S(=O)(=O)Nc2ccccc2C(=O)NCc2ccco2)cc1Br
i	-0.2	-1.9	S=C(NCc1ccncc1)NC1CCCC1
i	-2.1	-0.71	O=c1[nH]c2ccccc2c(=O)n1Cc1ccco1
i	-1.0	1.3	O=[N+]([O-])c1cccc(/C=N/n2cnnc2)c1
i	-1.9	0.67	Cc1ccc(/C=N/NC(=S)NC(C)C)o1
i	-1.0	-0.03	CC1CN2C(c3ccc([N+](=O)[O-])cc3)=CSC2=N1 (stereo not given)
i	-1.5	0.28	Cc1cc2ccccc2cc1CN1CCCCC1
i	-1.6	-0.25	COc1ccc([N+](=O)[O-])c2c(=O)ccoc12
i	0.0	0.01	Nc1cc(=O)[nH]c(SCC(=O)N2N=C(c3ccc(Cl)cc3)CC2c2ccco2)n1 (stereo not given)
i	-0.2	1.2	COC(=O)c1nc2nc(C)cc(=O)n2[nH]1
i	0.2	-1.4	CCC(OC(=O)CNS(=O)(=O)c1ccccc1)C(=O)c1ccccc1 (stereo not given)
i	-1.4	-4.1	Cc1cc(Cl)ccc1OCC(=O)Nc1ccccc1N1CCOCC1
i	-1.4	0.77	O=C(Cc1ccccc1)NNC(=O)c1cccs1
i	-1.5	-0.67	c1ccc(-c2noc(CC3CCCCC3)n2)nc1
i	-0.3	-0.58	CCOC(=O)c1cnc2ccc(OC)cc2c1Nc1ccc(N2CCN(C)CC2)cc1

Next section (3 carried over from the part before).
KCNQ2 inh	STK33 inh	Kir21 inh	SMILES
i	-1.4	0.77	O=C(Cc1ccccc1)NNC(=O)c1cccs1
i	-1.5	-0.67	c1ccc(-c2noc(CC3CCCCC3)n2)nc1
i	-0.3	-0.58	CCOC(=O)c1cnc2ccc(OC)cc2c1Nc1ccc(N2CCN(C)CC2)cc1
i	2.1	-0.63	COc1cc(NC(=O)C2CCCN2C(=O)C2CCC(C)CC2)cc(OC)c1OC (stereo not given)
i	nt	0.16	O=C(Nc1cc(F)ccc1F)c1ccc(-n2cncn2)c([N+](=O)[O-])c1
i	-3.2	2.2	O=C(NC1CCCCC1)c1ccccc1NC(=O)C1CC(=O)N(c2ccc(Cl)cc2)C1 (stereo not given)
i	-1.6	0.61	Cc1ccccc1C(=O)NC1CCN(CC(=O)NCc2cccs2)CC1
i	0.0	1.5	O=C(c1cnn(-c2ccccc2)c1)c1ccc2ccccc2c1O
i	3.0	0.07	COCCN1C(=O)N[C@@H](c2ccco2)C(C(C)=O)=C1C
i	-1.8	0.49	COc1cc(S(=O)(=O)N2CCCCC2)ccc1NC(C)=O
i	-1.5	0.86	CC(C)OC(=O)c1ccc(NC(=O)Cn2c(-c3nonc3N)nc3ccccc32)cc1
i	-0.6	1.1	CCCCNC(=S)NNC(=O)c1csc2ccccc12
i	4.6	-0.87	CC1(C)C(=O)OC(c2c(F)c(F)c(F)c(F)c2F)C2(CCCCC2)C1=O (stereo not given)
i	-0.8	0.65	Cc1ccc(OP(=O)(Nc2c(C)n(C)n(-c3ccccc3)c2=O)Oc2ccc(C)cc2)cc1
i	-0.9	-0.1	C/C(Cc1ccccc1)=N\NC(=O)CNC(=O)c1ccc2c(c1)OCCO2
i	-1.0	-0.02	Cn1cnc(S(=O)(=O)N2CCN(C(c3ccccc3)c3ccccc3)CC2)c1
i	-0.5	-0.15	C=CCn1cnc2c(nnn2-c2ccc(Cl)cc2)c1=O
i	-0.7	-0.41	CNCC(O)C(O)C(O)C(O)CO (stereo not given)
i	-0.5	-1.4	Cc1ccc(S(=O)(=O)NCC(c2cccnc2)N2CCc3ccccc32)cc1 (stereo not given)
i	0.5	0.46	COc1ccc(-n2c(SCC(=O)c3ccc[nH]3)nnc2-c2ccccc2)cc1
i	0.2	0.15	Cc1noc(C)c1S(=O)(=O)Nc1ccc(C(=O)NC2CCCCCC2)cc1
i	1.5	0.58	CCSc1nnc(NC(=O)C(C)(C(F)(F)F)C(F)(F)F)s1
i	-0.6	-3.9	CCc1ccc(/C=C2/Sc3ccccc3N(CC(=O)NCCCN3CCOCC3)C2=O)cc1
i	nt	-0.1	O=C(CNCCO)N1CCc2ccccc21
i	-1.4	-0.67	COc1ccccc1NC(=O)C(NC(=O)OC(C)(C)C)C(C)OCc1ccccc1 (stereo not given)
i	1.0	-1.3	COc1ccc(Cl)c(NCCC(=O)O)c1
i	-0.9	-0.02	CC(C)(C)c1ccc(C(=O)NC(CC(=O)O)c2ccc(OC3CCCC3)cc2)cc1 (stereo not given)
i	-0.5	-4.7*	O=C(c1ccccc1)c1ccc(OCC(O)CNCc2ccc(Cl)cc2)cc1 (stereo not given)
i	-0.7	0.54	CN(C)c1ccc(/C=N/O)cc1
i	-0.9	-0.87	O=C(CSc1nc2ccc([N+](=O)[O-])cc2[nH]1)NC1CCCCCC1
i	4.8	0.24	COc1ccc(N2C(=O)C(Cl)=C(Nc3ccc(OC)cc3OC)C2=O)cc1
i	-1.9	0	Cc1cccc(NC(=O)COc2ccc(Br)cc2)n1
i	0.7	1.1	CCCn1c(C2CCCN2c2nc(-c3ccc(OC)cc3)cs2)nc2ccccc21 (stereo not given)
i	-4.9	-0.68	COc1cccc(NC(=O)N2CCCC2C(=O)NCc2ccccc2F)c1 (stereo not given)
i	-1.1	1.4	O=C(N[C@@H](c1ccccc1)[C@@H]1C[C@H]1C(=O)NCc1ccccn1)OCc1ccccc1
i	-1.1	0.84	CN(c1ccccc1)c1nc(N)c([N+](=O)[O-])c(Nc2ccccc2)n1
i	-0.5	-0.47	COc1ccc(CCNC(=O)Cn2ccc3c(OC)cccc3c2=O)cc1OC
i	-1.2	0.65	Cc1ccc(/C=C/C(=O)Nc2nccs2)o1
i	-1.3	-0.49	C[C@@H]1C=C(C(=O)N2CCN(Cc3ccc4c(c3)OCO4)CC2)O[C@H](OCCCCO)C1
i	-1.6	2.5	CC(Oc1cc(F)ccc1[N+](=O)[O-])C(=O)Nc1ccc(S(=O)(=O)N2CCCC2)cc1 (stereo not given)
i	-0.3	0.71	O=C(NCCCCc1ccccc1)c1ccccc1
-6.8*	-2.0	-1	CCOc1ccccc1C(=O)Nn1c(C2CCC2)nc2ccccc2c1=O
i	0.3	0.92	Cc1ccccc1C(=O)Nc1ccccc1
i	3.0	-8.6*	CC1CCC(C(C)C)C(OC(=O)C[n+]2cc(-c3ccc(Cl)cc3)n3c2CCCCC3)C1 (stereo not given)
i	0.0	-0.25	FC(F)(F)c1cnc(N2CCC(=NOCc3ccc(Cl)cc3)CC2)c(Cl)c1
i	-1.0	-1.5	COC(=O)c1cc(NC(=O)c2cc(C(C)(C)C)nn2Cc2cccc(C)c2)ccc1N1CCOCC1
i	-1.0	0.04	COCCNC(=S)N/N=C(\C)c1ccc(Cl)c(Cl)c1
i	-1.8	0.27	COc1ccc(OC)c(N(CC(=O)Nc2ccc3c(c2)OCCO3)S(C)(=O)=O)c1

Quoted at random: five records from the list
KCNQ2 inh	STK33 inh	Kir21 inh	SMILES
i	-1.1	1.4	O=C(N[C@@H](c1ccccc1)[C@@H]1C[C@H]1C(=O)NCc1ccccn1)OCc1ccccc1
i	-1.8	0.27	COc1ccc(OC)c(N(CC(=O)Nc2ccc3c(c2)OCCO3)S(C)(=O)=O)c1
i	-1.6	2.5	CC(Oc1cc(F)ccc1[N+](=O)[O-])C(=O)Nc1ccc(S(=O)(=O)N2CCCC2)cc1 (stereo not given)
i	0.3	0.92	Cc1ccccc1C(=O)Nc1ccccc1
i	0.0	-0.25	FC(F)(F)c1cnc(N2CCC(=NOCc3ccc(Cl)cc3)CC2)c(Cl)c1

Continuation:
KCNQ2 inh	STK33 inh	Kir21 inh	SMILES
i	-1.6	-1.6	CC12CN3CC(C)(CN(C1)C3c1ccccc1)C2O (stereo not given)
i	-1.6	-0.37	CN(C)C(=O)CN1C(=O)c2cccc3cccc1c23
i	-0.1	-0.86	Cc1ccc(-n2nnnc2-c2ccccc2Br)cc1
i	4.3	0.09	O=C(c1ccccc1)c1ccc2nc[nH]c2c1
i	-0.1	-1	O=C1c2cccnc2C(O)N1C1CCCCC1 (stereo not given)
i	0.4	-0.73	COc1ccc2nc(C)cc(Nc3ccccc3O)c2c1
i	-0.6	-0.09	C/C(CCc1ccccc1)=N\NC(=O)C(=O)Nc1cccc(Cl)c1
i	-1.0	-0.14	COc1ccc(C(=O)NCCNc2nc3c(C)cccc3cc2C#N)cc1
i	0.6	2.1	Cc1ccc(Cc2cc(-c3ccc(C)cc3)n[nH]c2=O)cc1
i	-2.1	1.4	COc1cc(NC(=O)CN(C)S(=O)(=O)c2ccc3c(c2)CC(C)N3C(C)=O)cc(OC)c1OC (stereo not given)
i	-1.3	0.14	Cc1cc(C)c(C)c(OCCOCCN2CCOCC2)c1
i	-1.0	-5*	COc1ccc(C(CCNCc2ccc(N(C)C)cc2)C(C)C)cc1 (stereo not given)
i	-2.5	0.79	CC(CC(=O)O)n1nnc2ccccc21 (stereo not given)
i	-1.1	-0.05	O=C(O)C1=C[C@@H](c2ccc(Br)cc2)C[C@@H](OCCCCO)O1
i	-0.5	-0.21	COc1ccc(NC(=O)/C(C#N)=C/c2ncc([N+](=O)[O-])n2C)c(OC)c1
i	-0.9	-0.68	CN(NC(=O)c1ccccc1Cl)c1ncc(C(F)(F)F)cc1Cl
i	-0.6	1.3	COc1ccc(-n2cnc3cc(C(=O)N4CCOCC4)ccc32)cc1
i	0.9	3.1	CCOC(=O)c1cc(=O)c2ccc(OCC(=O)Nc3ccc(F)cc3)cc2o1
i	0.3	-2.1	O=C(NC(Cc1ccccc1)c1nc2ccccc2[nH]1)C1CC(=O)N(c2ccc3c(c2)OCCO3)C1 (stereo not given)
i	-2.0	0.34	CN(CC(=O)Nc1ccc(S(N)(=O)=O)cc1)c1ccccc1
i	-1.2	0.09	CCOC(=O)CN1N=C(c2ccc(Cl)cc2)CCC1=O
i	-1.8	-0.96	O=C(CN1CCCC1)N1c2ccccc2C=Cc2ccccc21
i	-1.2	-3.1	CCOC(=O)CN(C(=O)COc1nc(-c2ccccc2)cc(C)c1C#N)c1cccc(OC)c1
i	-1.6	-1.2	CCCC(=O)c1ccc(N2CCN(S(=O)(=O)c3ccc(C)cc3)CC2)c(F)c1
i	-1.3	-0.18	Cc1ccccc1CN1C[C@@H]2C[C@@H](c3cnc(N4CCOCC4)s3)N3CCC[C@@]23C1=O
i	-1.5	1.5	O=C(CN1C(=O)c2cccnc2Oc2ccc(Cl)cc21)Nc1ccc(F)cc1
i	4.6	-1.2	Oc1ccccc1OCCOc1ccccc1OCCOc1ccccc1O
i	nt	-0.86	Cc1cc(/C=C(\C#N)C(=O)Nc2ccc(Cl)cc2)c(C)n1-c1ccc(N2CCOCC2)c([N+](=O)[O-])c1
i	-3.0	0.13	CCOCCCNC(=O)CCS(=O)(=O)Cc1ccc(C)cc1
i	-0.3	-2.8	CCOc1ccc(NC(=O)c2cccc(NC3=NC4CS(=O)(=O)CC4S3)c2)cc1 (stereo not given)
i	-1.7	-4.1	CCOc1ccc(CCNC(=O)COC(=O)Cc2ccc(F)cc2)cc1OCC
i	-0.6	0.26	COc1ccc(/C=C2\N=C(C)N(c3ccc4ccccc4c3)C2=O)cc1OC
i	0.6	-1.4	Cc1cc(OCCCCN2C(=O)NC(C)(C)C2=O)ccc1[N+](=O)[O-]
i	-0.6	-0.17	COc1ccc(N(C(=O)Cn2nnc3ccccc32)C(C(=O)NC(C)(C)C)c2ccc(OC)c(O)c2)cc1 (stereo not given)
i	0.2	-0.68	CCOC(=O)CC(=O)NC(CC(=O)OC)c1ccc(Br)cc1 (stereo not given)
i	-1.7	-1.6	Cc1cc(C)nc(-n2nc(C)cc2NC(=O)CNCc2ccccc2)n1
i	-1.9	0.23	CCC1(C)N([O-])C(C)=C(c2ccccc2)[N+]1=O (stereo not given)
i	0.5	0.04	CC1CN(C(=S)Nc2ccc(S(N)(=O)=O)cc2)CC(C)O1 (stereo not given)
i	-0.1	-0.58	CCN(CC)CCn1c(SCC(=O)NCCC2=CCCCC2)nc2c(sc3ccccc32)c1=O
i	-2.3	0.05	Cc1c(C)c2c(OCC(=O)O)cc3c(c2oc1=O)CCC(C)(C)O3
i	-0.8	0.32	CC(=O)/C(=N\Nc1ccc(C)cc1)N1CCOCC1
i	-1.2	-0.23	COc1ccc2nc3ccccc3nc2c1NC(=O)c1ccccc1Cl
i	0.2	0.4	Cc1cc(C(=O)COC(=O)c2ccncc2)c(C)n1Cc1ccco1
i	0.9	-0.4	O=C(O)c1ccc(Nc2ncnc3scc(-c4ccccc4)c23)cc1
i	0.7	0.09	Cc1cc(C)cc(OCC(=O)OCC(=O)c2cc(C)n(C3CC3)c2C)c1
i	1.1	1.3	Cc1cc(C)c2c(-n3cccc3)nn(CC#N)c2n1
i	0.7	0.49	COc1ccc(COc2ccccc2C(N)=O)cc1F
i	1.7	-14*	CCCCCOc1ccc(Br)cc1/C(C)=N/NC1=NCCN1
i	-2.8	0.67	O=C(Nc1ccc(N2CCOCC2)cc1)c1ccc(COc2ccccc2)cc1
i	-0.5	-0.02	CC1(C)Cc2ccccc2C(N)=C1C#N
i	-1.5	-1.8	Cc1ccc(SCC(=O)NCCSCc2ccccc2)cc1
i	-1.1	1.7	O=C(c1ccc([N+](=O)[O-])cc1)N1CCN(C(=O)c2ccco2)CC1
